Source: PubChem
LYPLA2 inh: LYPLA2 inhibitors, primary screen, counter-screen for PME1 inhibitor project, biochemical, fluorescence polarization, FP-Rh probe ABPP | Acyl-protein thioesterase 2 (Homo sapiens), O95372 | inhibition, % at 5.9 µM | recombinant LYPLA2 | hit rate 0.38% among 320,000 | AID 2177, 2009;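 active = inhibition above the screen-wide mean plus 3 SD, limit set per campaign, cut at about 26% in these data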;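 note: 0% = LYPLA2 with DMSO and 100% = wells lacking LYPLA2 enzyme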
PAD4 FP inh: human PAD4 inhibitors, primary screen, biochemical, fluorescence polarization, 1536-well format. inhibition, % at 6.36 µM. AID 485272, 2010. Protein-arginine deiminase type-4 (Homo sapiens), Q9UM07. recombinant PAD4, RCA probe fluorescence polarization. hit rate 0.41% among 330,000;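 active = percent inhibition above a cutoff equal to the mean of all tested compounds plus 3 SD, cut at about 15% in these data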;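 note: 0% = PAD4 with RCA probe and DMSO and 100% = probe without PAD4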
Target sequence (Q9UM07 whole entry, looked up): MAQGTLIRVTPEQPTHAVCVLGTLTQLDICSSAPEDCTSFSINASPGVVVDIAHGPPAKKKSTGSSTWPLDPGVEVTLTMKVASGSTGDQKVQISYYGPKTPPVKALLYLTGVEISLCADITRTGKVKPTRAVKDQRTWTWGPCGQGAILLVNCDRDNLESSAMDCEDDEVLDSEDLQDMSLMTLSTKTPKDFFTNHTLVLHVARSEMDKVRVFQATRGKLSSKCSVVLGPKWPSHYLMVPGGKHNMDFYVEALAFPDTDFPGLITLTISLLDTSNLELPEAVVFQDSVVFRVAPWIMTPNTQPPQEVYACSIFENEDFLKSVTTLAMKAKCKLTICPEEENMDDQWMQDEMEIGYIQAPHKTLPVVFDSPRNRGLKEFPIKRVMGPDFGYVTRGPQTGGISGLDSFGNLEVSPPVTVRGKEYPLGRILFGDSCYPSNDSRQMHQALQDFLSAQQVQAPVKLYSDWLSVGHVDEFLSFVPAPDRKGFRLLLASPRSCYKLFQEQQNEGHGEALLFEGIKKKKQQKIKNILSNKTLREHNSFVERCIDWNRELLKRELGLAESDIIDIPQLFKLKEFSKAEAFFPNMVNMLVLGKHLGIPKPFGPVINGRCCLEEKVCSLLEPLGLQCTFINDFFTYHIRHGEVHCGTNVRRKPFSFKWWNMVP
PAFAH1B2 FP inh: PAFAH1B2 enzyme inhibitors, primary screen, biochemical, fluorescence polarization, human; Platelet-activating factor acetylhydrolase IB subunit alpha2 (Homo sapiens), P68402; AID 492953, 2010; hit rate 1.2% among 340,000; inhibition, % at 3.39 µM; recombinant PAFAH1B2, FP-rhodamine activity probe;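 active = inhibition above the mean of all tested compounds plus 3 SD, cut at about 24% in these data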;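 note: 0% = enzyme with DMSO and 100% = wells lacking PAFAH1B2; many of its hits are not listed in these tables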
PAFAH2 inh: PAFAH2 enzyme inhibitors, primary screen, biochemical, fluorescence polarization, human; recombinant PAFAH2, FP-rhodamine activity probe; inhibition, % at 3.39 µM; hit rate 0.99% among 340,000; AID 492956, 2010;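 active = inhibition above the mean over all tested compounds plus 3 SD, cut at about 30% in these data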;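 note: inhibitors block probe labeling of enzyme so polarization drops; 0% = enzyme with DMSO and 100% = wells lacking PAFAH2 protein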
LYPLA1 counter: LYPLA1 inhibitors, primary screen, counter-screen for PME1 inhibitor project, biochemical, fluorescence polarization, FP-Rh probe ABPP. Acyl-protein thioesterase 1 (Homo sapiens), O75608. recombinant LYPLA1. inhibition, % at 5.9 µM. hit rate 0.16% among 320,000. AID 2174, 2009;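 active = inhibition above the mean of all tested compounds plus 3 SD, set per campaign, cut at about 14% in these data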;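 note: inhibitors block serine hydrolase probe labeling of LYPLA1 so polarization falls; 0% = enzyme with DMSO and 100% = wells lacking LYPLA1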
GSTO1 counter: inhibitors of recombinant GSTO1, primary screen, counter-screen for RBBP9 inhibitor project, biochemical, fluorescence polarization | Glutathione S-transferase omega-1 (Homo sapiens), P78417 | activity-based probe fluorescence polarization | inhibition, % at 5.96 µM | hit rate 1.1% among 300,000 | AID 1974, 2009;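 active = inhibition above the campaign mean inhibition plus 3 SD, cut at about 35% in these data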;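 note: 0% = GSTO1-1 with DMSO and 100% = wells lacking GSTO1-1 enzyme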
PAFAH1B3 FP inh: PAFAH1B3 enzyme inhibitors, primary screen, biochemical, fluorescence polarization, human; recombinant PAFAH1B3, FP-rhodamine probe; inhibition, % at 3.39 µM; hit rate 0.28% among 340,000;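 active = inhibition above the screen-wide average of all tested compounds plus 3 SD, cut at about 25% in these data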;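 note: 0% = enzyme with DMSO only and 100% = wells lacking PAFAH1B3 protein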
Target sequence (Q15102 whole entry, looked up): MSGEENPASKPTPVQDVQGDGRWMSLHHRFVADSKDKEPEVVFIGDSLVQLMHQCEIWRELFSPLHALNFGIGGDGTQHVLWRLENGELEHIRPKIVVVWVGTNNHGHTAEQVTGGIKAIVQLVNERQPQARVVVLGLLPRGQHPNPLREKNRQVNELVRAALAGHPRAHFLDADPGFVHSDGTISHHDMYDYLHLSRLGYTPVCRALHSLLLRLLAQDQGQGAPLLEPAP
pPAFAH FP inh: pPAFAH enzyme inhibitors, primary screen, biochemical, fluorescence polarization, human; Platelet-activating factor acetylhydrolase (Homo sapiens), Q13093; recombinant pPAFAH, FP-rhodamine probe fluorescence polarization; inhibition, % at 3.39 µM; hit rate 1.5% among 330,000;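 active = inhibition above the mean inhibition across the screen plus 3 SD, cut at about 25% in these data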;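 note: inhibitors block binding of the rhodamine activity-based probe so polarization drops; 0% = enzyme with DMSO and 100% = wells lacking pPAFAH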
PREPL inhibitor: PREPL enzyme inhibitors, primary screen, biochemical, fluorescence polarization. Prolyl endopeptidase-like (Homo sapiens), Q4J6C6. recombinant PREPL, fluorescence polarization activity-based probe. inhibition, % at 5.96 µM. hit rate 0.68% among 320,000; in the data active = inhibition above about 43%;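 note: 0% = enzyme with DMSO and 100% = wells lacking enzyme; many of its hits are not listed in these tables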
The depositor's hits bear a star; x = no result given. The list is partial; count on the stated rates, not on these rows.

SMILES	LYPLA2 inh	PAD4 FP inh	PAFAH1B2 FP inh	PAFAH2 inh	LYPLA1 counter	GSTO1 counter	PAFAH1B3 FP inh	pPAFAH FP inh	PREPL inhibitor
CCOC(=O)C1=C(CC)Nc2ccccc2N=C1NC(=O)c1ccc(S(=O)(=O)N(C)C)cc1	11	-7	-1	3	8	-5	4	-9	6
CCOCC(=O)Nc1cc(Cl)c(OC)cc1OC	-2	-4	x	x	-2	2	x	0	9
COc1ccc(N2CCN(C(=O)COC(=O)c3ccc(C)o3)CC2)cc1	-1	-1	4	-1	-2	6	3	0	0
CCN(CCN(C)C)C(=O)Cn1ncc2c1-c1cc(C)ccc1OC2	-1	-4	1	-11	2	3	6	0	3
C=CC[C@@H](Cc1ccc(F)cc1)C(=O)OC[C@@H]1CCCN1C(=O)[C@@H](CC=C)CC(=O)N[C@H](CO)Cc1ccccc1	x	0	10	1	x	x	4	5	36
NS(=O)(=O)c1ccc(-c2c(-c3ccccc3)sc3ccccc23)cc1	0	4	0	-1	-3	x	8	17	11
Cc1cn(C2OC(CC(=O)Oc3ccccc3)C(O)C2O)c(=O)[nH]c1=O (centres undefined)	-1	1	3	4	-1	1	7	-1	-6
Clc1ccc(/C=N/c2c(-c3ccco3)nc3ccccn23)cc1	6	6	6	6	0	9	1	21	18
COc1ccc(NC(=O)CN(C)C(=O)c2ccc(N3CCOCC3)c([N+](=O)[O-])c2)cc1	0	-2	5	-1	-2	2	2	2	0
N#Cc1ccccc1/C=N/Nc1nc(-c2ccccc2)c2cc(Cl)ccc2n1	-10	0	1	7	-4	3	1	2	12
CCOC(=O)c1ccc(NC(=S)NCCCN2CCOCC2)cc1	6	1	3	-5	2	-9	0	1	10
COC(=O)c1c(-c2cc(OC)cc(OC)c2)sc2ccc(OC)cc12	x	-1	7	-5	x	x	5	-4	7
CCOC(=O)C1=C(C)N(CCCCCC(=O)O)C(=O)NC1c1ccccc1OS(=O)(=O)c1ccc(C)cc1 (centres undefined)	-4	3	11	10	2	-2	3	7	9
Cc1csc(=O)n1CCC(=O)OCC(=O)Nc1ncc(Cl)cc1Cl	2	-2	3	18	3	5	9	10	2
COc1ccc(C)cc1NC(=O)C(NC(=O)c1cc(OC)c(OC)c(OC)c1)C(C)C (centres undefined)	1	3	2	2	-2	2	0	0	-9
C=C(C)[C@H]1CC=C(C)/C(=N/NC(=O)CNc2ccccc2OC)C1	-1	-2	4	-1	0	1	4	4	3
CC(=O)Nc1ccc(S(=O)(=O)N2CN(c3ccc(C)cc3)c3nc4ccccc4nc32)cc1	24	-4	-4	-2	-1	6	-1	8	-1
COc1ccc(-n2cc(CNCCc3cscn3)c(-c3ccccc3Cl)n2)cc1	-1	4	x	x	0	0	x	10	-30
Cc1ccc(S(=O)(=O)N2CCSC2C(=O)O)cc1 (centres undefined)	4	-4	2	3	-3	-3	7	-5	3
COc1ccc(OCCC(=O)NC2=NCCS2)cc1	1	2	-1	3	0	4	4	0	16
COc1cc(NC(=S)NC(=O)c2cc(C)cc(C)c2)ccc1NC(=O)c1cccs1	-8	1	-4	-9	-6	-10	-4	-8	-2
Cc1cccc(Nc2nnc(SCC(=O)N(C)C3CCS(=O)(=O)C3)s2)c1C (centres undefined)	8	2	6	1	1	4	1	0	25
O=C(COC(=O)Cc1ccc(Br)cc1)NCc1cccs1	x	-2	21	11	x	x	4	17	-4
COCCNC(=O)CSc1nc2scc(-c3ccccc3)c2c(=O)[nH]1	-1	2	-4	4	-3	-4	4	0	21
COC(=O)c1sc(NC(=O)COc2cccc3ccccc23)nc1C	-11	-7	0	-11	-1	1	-7	0	-7
Cc1ccc(S(=O)(=O)C2(C(=O)N3CCN(C4CCCCC4)CC3)CC2)cc1	4	3	2	-4	3	2	-3	7	7
O=C(OCC(=O)N1N=C(c2ccc(Cl)cc2)CC1c1ccco1)c1cncc(Br)c1 (centres undefined)	x	-2	8	-1	x	x	6	13	-22
O=C(CCc1ccc(O)c(O)c1)NNC(=S)Nc1ccc(Br)cc1Cl	-1	3	x	x	1	34	x	13	11
NS(=O)(=O)c1cccc(NC(=O)c2cccc(Oc3ccccc3)c2)c1	-12	-4	1	0	-8	-16	4	-1	1
O=C(O)c1ccc(CNC(=O)c2ccc(C(F)(F)F)cc2)cc1	2	1	1	5	0	4	7	5	7
FC(F)(F)c1ccc(N2CCOCC2)c(Nc2nc3ccccc3n3cnnc23)c1	0	-4	1	-3	1	-4	-10	6	30
COc1ccc(C(=O)OCC(=O)Nc2cc(S(=O)(=O)N3CCOCC3)ccc2N2CCCC2)cc1	-5	-1	2	38*	-2	-3	5	14	8
COc1ccc(OC)c(C(O)c2nc3ccccc3n2C(C)C)c1 (centres undefined)	1	5	1	-8	3	1	7	2	3
Cc1noc(C)c1C(c1ccccc1)S(=O)(=O)c1ccccc1 (centres undefined)	-7	-1	2	-3	-4	-2	7	2	-3
COc1cccc(-c2ccc3nnc(SCC(=O)N4CCCC4)n3n2)c1	1	4	3	-3	2	3	-3	1	0
COc1ccc(C(C)NC(=S)NCc2ccc(F)cc2)cc1 (centres undefined)	-6	2	16	-6	-7	14	4	-3	5
CCOc1ccc(C(=O)c2cnc3ccccc3c2N2CCN(CC)CC2)cc1	-4	-1	4	6	-1	9	1	4	-10
Cc1ccc(C(=O)NCc2ccc3c(c2)OCO3)cc1Cl	-2	0	0	1	0	2	1	0	10
O=C(c1cnn(-c2ccccc2)c1)c1ccccc1O	-2	-3	0	-7	1	10	-8	2	8
COc1ccc(/C=N/Nc2nc3ccccc3o2)cc1O	-8	2	-6	16	-3	-4	4	4	25
CN(C(=O)COC(=O)c1cc2c(s1)CCCCC2)c1ccccc1	-5	-1	1	23	0	-10	5	17	12
O=C(Nc1ccc(N2C(=O)C3C4C=CC(C4)C3C2=O)cc1)Nc1nnc(C(F)(F)F)s1 (centres undefined)	-8	-4	-2	4	-6	-8	0	0	-3
O=C(O)CCSc1nnc(-c2cccnc2)n1-c1ccccc1	0	-1	3	5	2	2	-4	1	3
CN(C)S(=O)(=O)c1cccc(CSc2cccc[n+]2[O-])c1	8	-4	-2	0	6	-2	7	5	10
O=S(=O)(Nc1nccs1)c1ccc(NCc2cc(Br)cc(Br)c2O)cc1	4	0	5	17	1	11	6	-13	4
COc1ccccc1/C=C/CN1CCNC(=O)C1CC(=O)NCCc1cnccn1 (centres undefined)	-7	1	6	-5	0	1	3	5	9
O=C(c1ccc(CNS(=O)(=O)c2cccc(C(F)(F)F)c2)cc1)N1CCOCC1	1	-2	2	-2	0	0	2	2	4
CC(NC(c1ccccc1)c1ccccc1)C(=O)N1CCCc2ccccc21 (centres undefined)	-4	-2	1	-2	-1	5	7	3	2

Reprinted from the part before: two compounds, then new ones.
SMILES	LYPLA2 inh	PAD4 FP inh	PAFAH1B2 FP inh	PAFAH2 inh	LYPLA1 counter	GSTO1 counter	PAFAH1B3 FP inh	pPAFAH FP inh	PREPL inhibitor
O=C(c1ccc(CNS(=O)(=O)c2cccc(C(F)(F)F)c2)cc1)N1CCOCC1	1	-2	2	-2	0	0	2	2	4
CC(NC(c1ccccc1)c1ccccc1)C(=O)N1CCCc2ccccc21 (centres undefined)	-4	-2	1	-2	-1	5	7	3	2
CCn1c(SCC(=O)n2c(C)c(C)c3ccccc32)nnc1-c1ccco1	-7	2	3	-5	-4	-7	-2	0	1
CC(C)(C)[C@H]1COC(=O)[C@H](NC(=O)OCC2c3ccccc3-c3ccccc32)C/C=C\C[C@@H](CC(=O)N(CCO)Cc2ccccc2)C(=O)N1	x	0	-2	-1	x	x	4	7	18
CCOc1ccc(CN2CCNC(=O)C2CC(=O)NC2CCOCC2)cc1 (centres undefined)	6	1	3	-1	5	6	0	-1	0
Cc1ccc(SCC(=O)Nc2ccc(N3CCN(c4ccccc4)CC3)c(F)c2)cc1	6	-1	4	8	-2	-4	3	10	-1
CSc1nsc(SCC(=O)NC2CCCCC2)n1	-1	0	-3	-5	0	-9	4	3	9
CCOC(=O)c1sc(=S)n(C)c1NC(=O)c1cccc(Br)c1	0	-6	x	x	-1	-7	x	3	10
COc1ccccc1CNC(=O)COC(=O)CCC(=O)c1cccs1	7	1	-1	0	1	-1	8	14	-8
O=C(NNS(=O)(=O)c1ccc(F)cc1)c1ccccc1F	-1	4	5	-4	0	7	6	-5	7
COc1cc(S(=O)(=O)Nc2ccc(C)cc2)ccc1N=Cc1c(C)[nH]n(-c2ccc(C)cc2)c1=O	-2	-5	-18	-25	-4	4	-37	16	-5
COc1ccccc1NS(=O)(=O)c1ccc2oc(N)nc2c1	-5	-3	4	-7	-1	-9	11	0	7
CC1CN(C(=O)CNC(=O)COc2ccccc2)CC(C)O1 (centres undefined)	x	-5	5	4	x	x	6	-1	19
O=C(O)c1ccc(Oc2ccccc2)o1	0	3	7	-1	-2	-4	11	1	-6
CCN1CCN(c2ccc(S(=O)(=O)N3CCCCC3)cc2NC(=O)c2cccc(Cl)c2)CC1	-5	-3	-5	5	-1	4	-7	5	-7
CC(C)c1nnc(NC(=O)c2cc3cc(Br)ccc3oc2=O)s1	3	1	0	-15	0	-9	-2	4	11
O=C(Nc1cccc(S(=O)(=O)N2CCCCC2)c1)c1ccccc1NS(=O)(=O)c1ccc(F)cc1	0	-3	7	4	-4	-58	3	24	9
CC1CCN(C(=O)C2CCC(=O)N(Cc3ccc(Cl)cc3)C2)CC1 (centres undefined)	-2	-2	7	1	-2	-2	12	2	1
Cc1ccc(S(=O)(=O)Nc2cccc(-n3cnnn3)c2)cc1C(=O)O	33*	-3	3	2	1	2	13	3	2
COC(=O)c1ccc(NC(=O)CSc2nc(C)cc(=O)[nH]2)cc1	-1	-1	2	-2	0	-6	6	-10	7
COc1cccc(OC)c1NC(=O)C1CCCN1C(=O)Nc1cccc(Cl)c1 (centres undefined)	-6	-6	2	-3	5	-1	-9	-1	3
COc1ccccc1C(=O)OCC(=O)c1ccc(CNC(C)=O)s1	x	-1	0	-2	x	x	-4	0	11
CS(=O)(=O)c1ccc2nc(NC(=O)c3ccc(S(=O)(=O)NCC4CCCO4)cc3)sc2c1 (centres undefined)	5	8	0	-3	0	-13	8	4	5
N#CCC(CNc1ncc(C(F)(F)F)cc1Cl)OC(=O)c1cccc(C(F)(F)F)c1 (centres undefined)	-10	3	17	7	-7	0	-1	5	-2
CNCC(=O)Nc1ccc(OC(F)(F)F)cc1	-10	-8	3	0	-5	5	1	-5	4
CCS(=O)(=O)Nc1cccc(C2=NN(S(=O)(=O)c3ccc(C)cc3)C(c3cccs3)C2)c1 (centres undefined)	-5	-1	-2	3	-10	-5	2	2	-3
Cc1nn(CC(=O)N2CCC(C(N)=O)CC2)c(=O)c2nn(-c3ccccc3)c(C)c12	-1	1	6	-2	-2	3	2	8	7
COc1ccc(N(C)S(=O)(=O)c2cccc(C(=O)Nc3ccc4c(c3)OCCO4)c2)cc1	-1	1	-2	4	-4	4	6	4	6
